# PME-1 primary: PME-1 inhibitors via competitive probe labeling, primary screen, biochemical, fluorescence polarization, FP-Rh probe, HTS; Protein phosphatase methylesterase 1 (Homo sapiens), Q9Y570; recombinant PME-1; inhibition, % at 5.9 µM; 320,000 tested, 0.53% active;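 active = inhibition above the campaign mean of all compounds plus 3 SD, cut at about 26% in these data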;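 also: competitive labeling of PME-1 active site by serine hydrolase directed probe; 0% = PME-1 with DMSO and 100% = wells lacking PME-1 enzyme; inhibitors block probe labeling so polarization falls and inhibition rises; many of its hits are not listed in these tables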
# Target sequence (Q9Y570 whole entry, looked up): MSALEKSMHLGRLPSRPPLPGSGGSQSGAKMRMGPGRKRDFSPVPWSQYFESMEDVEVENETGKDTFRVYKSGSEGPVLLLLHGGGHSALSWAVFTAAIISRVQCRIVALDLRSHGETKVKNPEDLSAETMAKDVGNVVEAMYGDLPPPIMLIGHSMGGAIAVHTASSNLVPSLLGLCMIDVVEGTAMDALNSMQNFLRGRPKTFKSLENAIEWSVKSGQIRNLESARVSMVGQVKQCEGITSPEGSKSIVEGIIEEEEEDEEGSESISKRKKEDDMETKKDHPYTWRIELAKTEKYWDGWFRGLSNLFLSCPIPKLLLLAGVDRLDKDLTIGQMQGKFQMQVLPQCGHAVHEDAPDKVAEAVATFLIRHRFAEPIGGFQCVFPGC
# MEX-5 binding: MEX-5 zinc finger RNA-binding disruptors – biochemical, C. elegans, fluorescence polarization, MLPCN library, primary screen. 300,000 tested, 0.38% active. MEX-5/FITC-TCR2 RNA binding; stronger effect = lower value. AID 1832, 2009. Zinc finger protein mex-5 (Caenorhabditis elegans), Q9XUB2. activity score (negative = inhibition of binding), % at 10 µM;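 active = inhibition past about -25% in most replicates, and total fluorescence under double the plate's negative control median, limit read from the data; inconclusive = replicates evenly split on the limit, or fluorescence at least double controls; inactive = too little inhibition in most replicates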;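 also: 0% = DMSO and -100% = 5 µM competing unlabeled TCR2 RNA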
# GLD-1 RNA inh: GLD-1/TGE RNA complex disruptors, primary screen, biochemical, fluorescence polarization. Female germline-specific tumor suppressor gld-1 (Caenorhabditis elegans), Q17339. 320,000 tested, 0.44% active. inhibition, % at 5.96 µM. purified GLD-1 + fluorescein TGE RNA. AID 2280, 2010;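 active = percent inhibition above a per-plate cutoff, the plate mean of test compounds plus 3 SD, cut at about 30% in these data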;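 also: 0% = DMSO wells with GLD-1 and probe and 100% = wells lacking GLD-1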
# GSTO1 inh: inhibitors of recombinant GSTO1, primary screen, counter-screen for RBBP9 inhibitor project, biochemical, fluorescence polarization; Glutathione S-transferase omega-1 (Homo sapiens), P78417; activity-based probe fluorescence polarization; inhibition, % at 5.96 µM; 300,000 tested, 1.1% active;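 active = inhibition above the campaign mean inhibition plus 3 SD, cut at about 35% in these data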;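 also: 0% = GSTO1-1 with DMSO and 100% = wells lacking GSTO1-1 enzyme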
# Target sequence (P78417 whole entry, looked up): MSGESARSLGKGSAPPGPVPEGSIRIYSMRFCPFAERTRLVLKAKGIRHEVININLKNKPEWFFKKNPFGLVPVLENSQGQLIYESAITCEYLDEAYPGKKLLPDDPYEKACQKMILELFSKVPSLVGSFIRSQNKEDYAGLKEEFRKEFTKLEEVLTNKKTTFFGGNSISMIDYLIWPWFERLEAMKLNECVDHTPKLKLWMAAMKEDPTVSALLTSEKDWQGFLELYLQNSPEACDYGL
# PAD4 FP inh: human PAD4 inhibitors, primary screen, biochemical, fluorescence polarization, 1536-well format. AID 485272, 2010. Protein-arginine deiminase type-4 (Homo sapiens), Q9UM07. recombinant PAD4, RCA probe fluorescence polarization. inhibition, % at 6.36 µM. 330,000 tested, 0.41% active;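 active = percent inhibition above a cutoff equal to the mean of all tested compounds plus 3 SD, cut at about 15% in these data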;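 also: 0% = PAD4 with RCA probe and DMSO and 100% = probe without PAD4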
# TPT1 inhibitor: Candida albicans TPT1 enzyme inhibitors, primary screen, biochemical, fluorescence polarization | inhibition, % at 5 µM | tRNA 2'-phosphotransferase TPT1 (Candida albicans SC5314) | 300,000 tested, 0.81% active | recombinant caTPT1, FP RNA substrate dephosphorylation;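 active = inhibition above the mean of all tested compounds plus 3 SD, set per screening campaign, cut at about 24% in these data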;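 also: plate controls were DMSO alone for no effect and ferristatin control at 100 nM for full effect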
# Bcl-xL primary: inhibitors of human Bcl-xL, primary screen, biochemical, fluorescence polarization, HTS; inhibition, % at 10.9 µM; GST-Bcl-xL / FITC-Bim BH3 peptide fluorescence polarization; AID 2129, 2009; 320,000 tested, 0.7% active;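 active = inhibition above the mean of all tested compounds plus 3 SD, cutoff set per campaign, cut at about 30% in these data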;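 also: 0% = DMSO wells and 100% = unlabeled Bim-BH3 peptide competitor; inhibitors lower millipolarization by displacing the labeled peptide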
# MCL1 BIM primary: inhibitors of MCL1 binding to BIM-BH3, primary screen, biochemical, fluorescence polarization. Induced myeloid leukemia cell differentiation protein Mcl-1 (Homo sapiens), Q07820. GST-MCL1 / FITC-Bim-BH3 fluorescence polarization. inhibition, % at 10.9 µM. 320,000 tested, 0.68% active. AID 2057, 2009;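 active = inhibition above the mean inhibition of all tested compounds plus 3 SD, set per campaign, cut at about 40% in these data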;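 also: 0% = DMSO wells and 100% = unlabeled Bim-BH3 peptide control; higher means more loss of mP so more displacement of Bim peptide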
# Target sequence (Q07820 whole entry, looked up): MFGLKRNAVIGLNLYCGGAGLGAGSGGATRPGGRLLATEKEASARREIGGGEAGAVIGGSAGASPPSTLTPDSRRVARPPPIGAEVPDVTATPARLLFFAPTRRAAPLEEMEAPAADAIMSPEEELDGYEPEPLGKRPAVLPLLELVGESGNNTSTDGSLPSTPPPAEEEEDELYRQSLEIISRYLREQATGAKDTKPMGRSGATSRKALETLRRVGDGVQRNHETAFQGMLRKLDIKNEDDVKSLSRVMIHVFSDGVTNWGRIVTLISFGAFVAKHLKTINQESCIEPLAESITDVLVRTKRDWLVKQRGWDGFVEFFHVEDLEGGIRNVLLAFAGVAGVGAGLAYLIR
# Fam108B counter: mouse Fam108B serine hydrolase inhibitors, primary screen, counter-screen for RBBP9 inhibitor project, biochemical, fluorescence polarization; recombinant Fam108B, FP-Rh probe fluorescence polarization; 300,000 tested, 0.33% active; inhibition, % at 9.51 µM;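 active = inhibition above the screen mean inhibition plus 3 SD, computed separately per campaign, cut at about 18% in these data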;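 also: inhibitors lower polarization as less probe binds the enzyme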
# Starred values were filed as active, the others as inactive; ? = inconclusive; · = no result given. These rows are one share of the data; count on the stated rates, not on these rows.
SMILES,PME-1 primary,MEX-5 binding,GLD-1 RNA inh,GSTO1 inh,PAD4 FP inh,TPT1 inhibitor,Bcl-xL primary,MCL1 BIM primary,Fam108B counter
CCC1CCCCN1S(=O)(=O)c1ccc(NC(=O)c2ccncc2)cc1 (configuration not stated),2,-1.5,0,-5,-3,0,0,0,-3
CC(C(=O)N1CCc2ccccc21)N(C)CC(=O)Nc1ccccc1Cl (configuration not stated),13,·,4,·,-1,·,-2,2,·
Cc1cc(C(=O)COC(=O)c2ccc(O)cc2)c(C)n1CC1COc2ccccc2O1 (configuration not stated),-11,2.5,2,-2,-1,0,0,1,-3
O=C(CN1C(=O)c2cccc3cccc1c23)NC1CCCCC1,-2,-3.0,0,-2,1,3,3,0,-1
O=C(Nc1ccc(S(=O)(=O)N2CCCC2)cc1)c1ccc([N+](=O)[O-])cc1,2,2.3,3,0,-1,0,4,1,1
Cc1csc(NC(=O)C2CCN(S(=O)(=O)c3ccccc3F)CC2)n1,0,-0.5,5,-4,5,1,-1,-1,-3
CCCN(CCC)CCCNC(=O)C1CCN(S(=O)(=O)c2cccc3nsnc23)CC1,2,-0.4,2,-2,3,2,6,3,2
CC(C)(CNC(=O)c1ccccc1NS(C)(=O)=O)N1CCCCC1,4,0.2,4,-1,-5,-3,-1,3,0
C/C(=N\N(c1ccccc1)c1ccccc1)c1ccc(O)cc1,0,0.1,10,1,0,0,-1,-10,2
Cc1ccc2nc(/C=C/c3cccc(F)c3)ccc2c1,-4,-0.6,6,-6,2,-1,8,6,-3
CCCc1nnc(NC(=O)CCC(=O)NCc2ccccc2Cl)s1,2,-1.8,-3,0,3,0,4,9,0
O=C(Nc1ccc(Br)cn1)c1ccc2nccnc2c1,3,?,-1,1,-7,4,0,0,-4
COCCNC(=S)N(CCO)Cc1cc2cc3c(cc2[nH]c1=O)OCCO3,-2,-1.3,1,24,-1,3,22,18,-3
Clc1nc(-c2ccccn2)nc2scc(-c3ccccc3)c12,0,0.1,4,0,2,-3,4,-1,-3
CCOC(=O)c1c(NC(=O)COC(=O)CNC(=O)c2ccc(Cl)cc2Cl)sc(C(=O)N(C)C)c1C,-2,-2.1,-5,-5,-1,-1,4,0,1
COc1ccc(-c2cc(-c3ccc(N)cc3)nc(N)c2C#N)cc1OC,8,0.0,-2,11,-2,6,-1,-13,4
O=C(NCCc1ccccc1F)C1CCC(=O)N(CCCN2CCCC2=O)C1 (configuration not stated),-14,2.7,-2,6,-3,-3,3,-7,-3
CCN(CC)c1ccc2ccc(=O)oc2c1,2,-0.3,-8,-5,-5,9,-4,-7,2
O=[N+]([O-])c1cc([N+](=O)[O-])c2cccnc2c1O,-2,-0.8,0,1,-9,4,-6,-6,-5
Cc1ccc(C(=O)NCCSC(C)(C)C)cc1,-4,-0.6,-4,1,-1,-3,5,1,-1
COc1ccc2c(c1)c(=O)c(C(=O)c1ccc(F)cc1)cn2CC(=O)Nc1ccc(F)cc1,-5,0.8,69*,2,-2,-19,75*,71*,-3
C#CC(C)(C)NC(=O)c1cnc(-c2ccccc2)nc1-c1ccccc1,-2,0.5,7,3,-2,2,-1,-2,4
Cc1cc(S(=O)(=O)N2CCCC2)ccc1OCC(=O)NCc1ccco1,6,-1.1,-5,-7,-2,-5,8,2,6
COc1cccc(-c2ncc3ccccc3c2COC(=O)c2ccc(C(F)(F)F)cc2)c1,0,·,-1,·,0,·,-1,-9,·
O=C(NC1CCCCC1)N1CCN(c2ncccn2)CC1,3,1.8,10,-3,-3,3,4,6,2
COCc1cc(C)nc(SCC(=O)Nc2cc3c(cc2C#N)OCO3)c1C#N,-5,1.1,-7,0,-4,3,1,10,-6
Cc1ccc(C(=O)Nc2cccc(S(=O)(=O)N3CCOCC3)c2)cc1[N+](=O)[O-],-8,1.3,-4,-7,3,-5,-7,-7,-3
CCCN(CCC)S(=O)(=O)c1ccc(NC(=O)COc2ccccc2)cc1,-11,-0.3,-3,1,3,4,3,6,-8
COc1ccc(OC)c(CNC(=O)c2nn(C)c3c2CS(=O)(=O)c2ccccc2-3)c1,1,-2.4,-11,-2,-1,-1,5,-4,2
COc1ccc(CCC(=O)NCc2cn3ccc(C)cc3n2)cc1,-1,2.0,2,9,-6,-1,5,5,3
O=S(=O)(NC1CCc2ccccc21)c1ccc(S(=O)(=O)N2CCCC2)cc1 (configuration not stated),7,0.8,3,-10,2,1,-6,-11,4
Cc1nnc(NC(=O)c2c(-c3ccccc3)noc2C)s1,3,1.9,-1,-1,-4,0,4,-2,2
Cn1c(SCC(=O)Nc2ccc(NC(=O)c3cccs3)cc2)nnc1-c1ccncc1,-1,0.4,-3,3,1,-2,-1,6,-4
Cc1nc(-c2ccc(C(=O)NCCO)cc2)cs1,-2,-0.4,9,-2,-6,2,-1,0,0
COC(=O)C1CCN(C(=O)COC(=O)c2cc(-c3ccccc3)nc3ccc(OC)cc23)CC1,-3,·,1,·,2,·,2,6,·
CCCn1c(=O)c2ccccc2n2c(SCC(N)=O)nnc12,1,-0.1,-3,0,-4,-3,2,-2,-2
COc1ccc(OC)c(/C=N/n2c(-c3n[nH]c4c3CCC4)n[nH]c2=S)c1,4,0.2,-3,7,-2,-1,-26,-16,1
CCOc1ccc(C(=S)N2CCOCC2)cc1,-2,1.4,6,11,-3,-4,4,14,2
O=c1cc(O)n(-c2ccc(F)cc2)c(=S)[nH]1,-9,-1.3,-7,-6,-9,9,5,10,-5
O=C(CSc1nnc2ccccn12)NNC(=O)c1ccccc1,3,-0.9,4,5,0,0,-21,-2,2
CC1CCc2nn(CC(=O)NC3CCCC3)cc2C1 (configuration not stated),6,2.9,5,7,1,1,0,-5,-1
O=C(O)c1ccc(N/N=C2/CCSc3ccc(F)cc32)cc1,2,0.2,-5,7,0,-5,8,8,7
CCOc1ccc(-n2nnnc2SCC(=O)Nc2ccc(NC(C)=O)cc2)cc1,1,-0.6,0,0,-2,3,2,4,-5
CCOC(=O)C1Nc2ccc(OC(F)(F)F)cc2C2C=CCC12 (configuration not stated),7,1.2,0,5,-5,1,0,-4,8
COC(=O)c1ccccc1NS(=O)(=O)c1cn(C)c(=O)n(C)c1=O,-5,-0.6,-4,-3,0,-1,0,3,5
O=C(CSc1nnc(CNC(=O)c2cccs2)o1)Nc1ccc2c(c1)OCO2,2,0.6,4,1,-5,-3,3,0,0
CCCCN(CC)CCCNC(=S)Nc1ccc2nc(N3CCN(C)CC3)cc(C)c2c1,2,-1.3,2,-4,5,0,4,6,1
Cc1ccc(S(=O)(=O)CCC(=O)NC2CCCC2)cc1,11,2.6,3,0,2,-3,-3,0,2
O=C(CN1CCCCCC1)N1c2ccccc2C=Cc2ccccc21,7,1.9,5,3,4,-2,2,4,5
O=c1[nH]c(CSc2ncc(C(F)(F)F)cc2Cl)nc2cc(C(F)(F)F)ccc12,-9,0.1,-2,-1,0,3,2,2,-2
Cc1ccc(C)c(CSCC(=O)NCc2cccs2)c1,-2,-2.1,-1,9,1,0,7,7,-2
Nc1nc(CSc2nnc(-c3cccc(F)c3)n2-c2ccccc2)nc(N2CCOCC2)n1,0,0.2,-1,-4,0,0,-2,-1,9
COCCN(CCOC)C(=O)c1ccc(CSc2nc3ccccc3s2)cc1,-6,-2.8,3,-1,7,2,1,5,3
Cc1ccc(NC(=O)CN(C)C(=O)c2cc3ccccc3o2)cc1,-2,1.7,0,0,-6,1,1,1,-2
O=C(c1cc(-c2ccccc2O)on1)N1CCOCC1,-1,0.9,4,8,6,0,3,4,1
COC(=O)C1(C(C[N+](=O)[O-])c2ccco2)C(=O)NCC1c1ccccc1 (configuration not stated),2,-3.0,2,5,1,3,5,5,6
CCOc1c(OC(C)=O)ccc(/C=C2\N=C(SCC)SC2=O)c1[N+](=O)[O-],4,-0.4,1,20,4,11,7,14,2
Cc1c(C(=O)O)[nH]c2c1C(=O)CC(c1ccc(C(C)(C)C)cc1)C2 (configuration not stated),6,-0.7,-4,-3,-6,-2,4,5,-2
COc1cc(C(=O)Nc2ccc3c(c2)OCO3)ccc1OCc1c(C)noc1C,3,-0.5,7,4,0,1,2,4,-1
Cc1cc(C(=O)CN2C(=O)C(=O)N(Cc3ccccc3)C2=O)c(C)n1CC1COc2ccccc2O1 (configuration not stated),-6,-4.3,5,-6,3,-1,-5,-3,-3
# Continuation.
SMILES,PME-1 primary,MEX-5 binding,GLD-1 RNA inh,GSTO1 inh,PAD4 FP inh,TPT1 inhibitor,Bcl-xL primary,MCL1 BIM primary,Fam108B counter
Cc1c([N+](=O)[O-])cc(S(=O)(=O)Nc2ccc(-c3ccc(N4CCCC4)nn3)cc2)cc1[N+](=O)[O-],14,0.5,4,4,3,-1,16,11,5
C/C(=N\N=C1\NC(=O)C(CC(=O)NCc2ccccc2)S1)C(C)C (configuration not stated),0,0.0,7,-7,0,-3,0,-6,-1
COC(=O)C(Cc1ccc(O)cc1)NC(=O)CCc1ccco1 (configuration not stated),-2,-3.7,1,5,-2,0,2,1,2
CC(=O)Nc1ccc(NC(=O)CN(c2cc(Cl)ccc2Cl)S(C)(=O)=O)cc1,-1,-2.8,0,7,-5,0,-1,0,3
CCOCCCn1c(SCC(=O)NCc2ccc3c(c2)OCO3)nc2ccccc2c1=O,4,-0.2,-7,-4,-8,0,-7,-10,-1
CCN(C(=O)COC(=O)c1ccccc1SCC(=O)N1CCCC1)C1CCS(=O)(=O)C1 (configuration not stated),-6,0.0,9,-2,-2,2,-1,-4,2
COc1ccc(C(CNC(=O)CCNC(=O)c2ccccc2OC)N2CCCC2)cc1 (configuration not stated),2,4.4,-8,9,-1,4,4,1,0
Cc1cccc2nc(COc3ccc(-c4ccccc4)cc3)cn12,-3,1.9,4,0,-5,1,1,0,-1
Cc1cc(C)nc(N2CCC(C(=O)NCCc3ccc(Cl)cc3)CC2)n1,-1,0.6,1,-1,7,-2,5,1,-1
COC(=O)c1ccc(NC(=O)C2CCCN2C(=O)OCc2ccccc2)cc1 (configuration not stated),4,1.9,5,3,2,-3,2,3,-4
CCOP(=O)(OCC)c1cccc(P(=O)(c2ccccc2)c2ccccc2)c1O,-6,0.7,-3,2,1,1,-2,0,-1
O=C(NCCN1CCN(C(=O)NC2CCCCC2)CC1)NC1CCCCC1,0,-0.7,6,-1,-1,5,-2,1,1
Cc1ccc(C)c(-n2c(SCC(=O)N3CCCC3)nnc2-c2ccccn2)c1,3,0.4,4,-6,-1,-1,1,7,-2
O=C(Oc1ccc2ccc(=O)oc2c1)C1CCCCC1,-7,-1.6,6,-4,1,-1,3,-2,-9
